TLR9-MyD88 inh: inhibitors of TLR9-MyD88 association in cells, primary screen, cell-based, CHO, BLA complementation, fluorescence; Toll-like receptor 9 (Homo sapiens) + Myeloid differentiation primary response protein …; CCF4 FRET ratio; inhibition, % at 4.98 µM; 0.21% of 340,000 active; AID 504734, 2011;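 active means inhibition above the mean over all tested compounds plus 3 SD, cut at about 21% in these data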;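 further: 0% = DMSO only wells and 100% = clavulanate BLA inhibitor control wells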
NOD2 RIPK2 PPI: NOD2-RIPK2 binding disruptors in cells, primary screen, fluorescence, CHO cells, BLA complementation | 0.38% of 360,000 active | CCF4 ratio | inhibition, % at 4.98 µM; in the data active means inhibition above about 21%;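 further: 0% = vehicle only and 100% = reference blocker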
SRC2 inh: inhibition of GAL4-SRC2 driven luciferase reporter, primary screen, SRC2 inhibitor project, cell-based, luminescence; Nuclear receptor coactivator 2 (Homo sapiens), Q15596; HEK293 GAL4-SRC2 luciferase reporter; inhibition, % at 9 µM; 0.17% of 370,000 active; AID 651957, 2012;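 active means inhibition above the mean inhibition of all tested compounds plus 3 SD, set per campaign, cut at about 52% in these data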;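 further: 0% = DMSO treated cells and 100% = cells given Gossypol at 36 µM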
Target sequence (Q15596 whole entry, looked up, the tested form may be a part): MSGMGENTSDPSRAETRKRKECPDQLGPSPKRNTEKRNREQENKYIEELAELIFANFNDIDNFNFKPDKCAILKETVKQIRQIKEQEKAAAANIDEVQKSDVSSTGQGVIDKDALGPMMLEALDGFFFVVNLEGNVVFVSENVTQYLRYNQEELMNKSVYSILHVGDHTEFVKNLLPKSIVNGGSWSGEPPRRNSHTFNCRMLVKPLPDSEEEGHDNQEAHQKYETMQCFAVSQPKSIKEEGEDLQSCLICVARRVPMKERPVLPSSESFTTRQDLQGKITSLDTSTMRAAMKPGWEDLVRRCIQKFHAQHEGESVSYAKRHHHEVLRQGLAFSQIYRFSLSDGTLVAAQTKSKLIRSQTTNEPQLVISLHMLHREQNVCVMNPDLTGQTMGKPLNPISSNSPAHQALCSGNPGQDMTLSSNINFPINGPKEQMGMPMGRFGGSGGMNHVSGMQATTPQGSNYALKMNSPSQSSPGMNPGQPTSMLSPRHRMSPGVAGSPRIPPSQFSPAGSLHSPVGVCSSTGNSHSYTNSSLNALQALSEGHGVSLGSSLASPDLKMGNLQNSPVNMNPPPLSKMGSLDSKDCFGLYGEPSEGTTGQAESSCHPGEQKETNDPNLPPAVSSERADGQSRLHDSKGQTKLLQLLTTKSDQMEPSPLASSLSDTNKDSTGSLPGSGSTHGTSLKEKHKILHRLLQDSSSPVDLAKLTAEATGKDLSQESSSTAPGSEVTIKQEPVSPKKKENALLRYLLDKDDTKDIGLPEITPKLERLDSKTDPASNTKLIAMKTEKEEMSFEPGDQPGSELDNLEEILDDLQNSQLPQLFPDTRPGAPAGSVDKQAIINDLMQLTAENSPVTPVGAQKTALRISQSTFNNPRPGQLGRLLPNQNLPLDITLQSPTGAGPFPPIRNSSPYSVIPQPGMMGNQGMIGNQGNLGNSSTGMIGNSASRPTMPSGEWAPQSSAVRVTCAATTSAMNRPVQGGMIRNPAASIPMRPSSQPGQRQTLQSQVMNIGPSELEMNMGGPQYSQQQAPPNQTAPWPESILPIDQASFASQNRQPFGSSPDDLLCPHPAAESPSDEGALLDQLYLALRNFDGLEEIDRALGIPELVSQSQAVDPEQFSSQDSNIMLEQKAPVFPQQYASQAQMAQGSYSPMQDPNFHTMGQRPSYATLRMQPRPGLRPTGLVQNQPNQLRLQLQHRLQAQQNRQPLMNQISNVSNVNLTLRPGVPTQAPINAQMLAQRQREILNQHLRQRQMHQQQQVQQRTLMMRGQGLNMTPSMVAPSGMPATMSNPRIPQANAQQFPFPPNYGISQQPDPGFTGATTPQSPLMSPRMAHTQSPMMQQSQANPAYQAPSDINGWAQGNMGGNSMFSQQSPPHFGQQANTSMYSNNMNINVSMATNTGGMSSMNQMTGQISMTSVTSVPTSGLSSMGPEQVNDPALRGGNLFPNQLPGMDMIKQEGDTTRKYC
LMP1 NFkB inh: EBV LMP1-driven NF-kappaB luciferase reporter inhibitors, primary screen, cell-based, luminescence, single point | 0.69% of 350,000 active | LMP1-induced NF-kappaB luciferase reporter cells | AID 504558, 2011 | inhibition, % at 12.5 µM; in the data active means inhibition above about 41%;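 further: 0% = neutral control wells and 100% = reference inhibitor control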
NR5A2 inv ag: LRH-1 (NR5A2) inverse agonists, primary screen, cell-based, luminescence, HEK293T, StAR-luciferase reporter; inhibition, % at 3.6 µM; LRH-1 transfected, 24 h; Nuclear receptor subfamily 5 group A member 2 (Homo sapiens), O00482; 0.13% of 360,000 active;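 active means inhibition above the mean inhibition of all tested compounds plus 3 SD, cut at about 73% in these data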;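 further: 0% = DMSO wells and 100% = reporter-only cells lacking LRH-1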
NR2F2 inh: NR2F2 transcriptional activity inhibitors, primary screen, cell-based, luciferase reporter, HEK293T, luminescence | COUP transcription factor 2 (Homo sapiens), P24468 | HEK293T NGFI-A luciferase reporter | inhibition, % at 8.6 µM | 0.7% of 370,000 active;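 active means inhibition above a per-plate cutoff, mean inhibition of test wells between control levels plus 3 SD, cut at about 38% in these data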;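 further: cells cotransfected with COUP-TFII expression vector driving the NGFI-A reporter; 0% = median of COUP-TF2 test wells and 100% = reporter-only cells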
ABHD5-PLIN5 inh: ABHD5-PLIN5 interaction inhibitors, primary screen, cell lysate, split luciferase complementation, luminescence; inhibition, % at 4 µM; Split G. princeps luciferase complementation, 4 h; Perilipin-5 (Homo sapiens) + 1-acylglycerol-3-phosphate O-acyltransferase ABHD5 (Homo …; AID 602281, 2012; 0.78% of 360,000 active;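 active means inhibition above the mean inhibition across every tested compound plus 3 SD, cut at about 22% in these data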;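 further: 0% = DMSO only wells and the 100% control is not disclosed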
MC4R ag barr: MC4R agonists recruiting beta-arrestin, primary screen, cell-based, luminescence, agonist arm of biased-ligand search. Melanocortin receptor 4 (Homo sapiens), P32245. U2OS MC4R beta-arrestin complementation; percent of melanotan II response, DMSO zero. activation, % at 8.9 µM. 0.98% of 360,000 active;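 active means activation above a per-plate cutoff, the mean activation of sample wells on that plate plus 3 SD, cut at about 8% in these data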
MC4R antagonist: MC4R antagonists of cAMP signaling, primary screen, cell-based, TR-FRET, antagonist arm of biased-ligand search; 0.48% of 360,000 active; MC4R-expressing cells, MTII-stimulated cAMP, LANCE TR-FRET; inhibition, % at 6.5 µM;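 active means inhibition above its plate's cutoff, the mean of tested wells on that plate plus 3 SD, cut at about 29% in these data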;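 further: 0% = Melanotan II alone and 100% = Melanotan II plus saturating MCL0020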
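Material – human MC4R-expressing U2OS cells · Repeats – no replicates · Detection – TR-FRET with Eu-cAMP and labeled anti-cAMP, 671 nm · Times – compound 30 min, challenge 1 h, detection 1 h · Compound – single nominal compound dose of 6.5 µM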
SRC1 inh: SRC1 coactivator transcriptional activity inhibitors, primary screen, cell-based, luminescence; HEK293 GAL4-SRC1 luciferase reporter; Nuclear receptor coactivator 1 (Homo sapiens), Q15788; inhibition, % at 3.6 µM; 0.12% of 360,000 active;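 active means inhibition above the campaign mean plus 3 SD, with each screening campaign given its own cutoff, cut at about 60% in these data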;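 further: 0% = DMSO treated cells and 100% = gossypol at 36 µM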
NCOA3 inh: SRC3 coactivator transcriptional activity inhibitors, primary screen, cell-based, luminescence; Nuclear receptor coactivator 3 (Homo sapiens), Q9Y6Q9; HEK293 GAL4-SRC3 luciferase reporter; inhibition, % at 3.6 µM; 0.17% of 360,000 active; AID 588352, 2011;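 active means inhibition above a per-campaign cutoff, the mean of all compounds plus 3 SD, cut at about 60% in these data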;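 further: 0% = DMSO-treated cells and 100% = gossypol-treated cells at 36 µM; higher means less SRC3-driven luciferase light from the GAL4 reporter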
* hit, by the source's call. A portion of the library (hit frequency here may not be typical).

CCOC(=O)C1=C(N)N2C(=O)C(C)SC2=C(C(=O)OCC)C1c1ccccc1 (stereo not given) was read as TLR9-MyD88 inh 2, NOD2 RIPK2 PPI -4, SRC2 inh -15, LMP1 NFkB inh 1, NR5A2 inv ag -3, NR2F2 inh 3, ABHD5-PLIN5 inh 1, MC4R ag barr -1.6, MC4R antagonist -3, SRC1 inh -4 and NCOA3 inh -30.
Screening CCN(CC)S(=O)(=O)c1cccc(-c2n[nH]c(=S)n2CC(C)C)c1 returned TLR9-MyD88 inh -11, NOD2 RIPK2 PPI 4, SRC2 inh -13, LMP1 NFkB inh -2, NR5A2 inv ag 4, NR2F2 inh 6, ABHD5-PLIN5 inh -4, MC4R ag barr -3.3, MC4R antagonist 6, SRC1 inh 10 and NCOA3 inh 8.
`Nc1ccc(S(=O)(=O)c2ccc(NC(=O)c3cccnc3)cc2)cc1` gave TLR9-MyD88 inh 9, NOD2 RIPK2 PPI -2, SRC2 inh -17, LMP1 NFkB inh -4, NR5A2 inv ag -8, NR2F2 inh 10, ABHD5-PLIN5 inh 1, MC4R ag barr -0.8, MC4R antagonist 7, SRC1 inh 6 and NCOA3 inh -4.
`CCn1c(C)nc2cc(C(=O)N/N=C/c3ccc(O)c(O)c3O)ccc21` gave TLR9-MyD88 inh 0, NOD2 RIPK2 PPI -2, SRC2 inh 5, LMP1 NFkB inh 12, NR5A2 inv ag -10, NR2F2 inh 5, ABHD5-PLIN5 inh -4, MC4R ag barr -0.4, MC4R antagonist -18, SRC1 inh -14 and NCOA3 inh 17.
Screening CC1CCC/C(=C\Nc2ccc(C(=O)O)c(O)c2)C1=O (stereo not given) returned TLR9-MyD88 inh 1, NOD2 RIPK2 PPI 0, SRC2 inh -24, LMP1 NFkB inh 0, NR5A2 inv ag 0, NR2F2 inh 4, ABHD5-PLIN5 inh 4, MC4R ag barr -3.2, MC4R antagonist -3, SRC1 inh 19 and NCOA3 inh 11.
`O=S(=O)(NC1=NCCC1)c1ccc(F)cc1` gave TLR9-MyD88 inh 7, NOD2 RIPK2 PPI 3, SRC2 inh 24, LMP1 NFkB inh 6, NR5A2 inv ag -9, NR2F2 inh -16, ABHD5-PLIN5 inh -6, MC4R ag barr -1.9, MC4R antagonist 3, SRC1 inh -10 and NCOA3 inh 11.
Screening COCCCNC(=O)CSc1c2c(nc3ccc(Cl)cc13)CCCC2 returned TLR9-MyD88 inh 0, NOD2 RIPK2 PPI -5, SRC2 inh 0, LMP1 NFkB inh -27, NR5A2 inv ag 16, NR2F2 inh 10, ABHD5-PLIN5 inh 12, MC4R ag barr -1.8, MC4R antagonist 7, SRC1 inh 5 and NCOA3 inh 16.
For Cc1c(C(=O)N2CCCCC2)c(S(=O)(=O)NCCc2ccccc2)c(C)n1C the results were TLR9-MyD88 inh 4, NOD2 RIPK2 PPI -3, SRC2 inh -5, LMP1 NFkB inh 7, NR5A2 inv ag -1, NR2F2 inh -3, ABHD5-PLIN5 inh -1, MC4R ag barr -1.4, MC4R antagonist 6, SRC1 inh 9 and NCOA3 inh -14.
For COC(=O)c1ccc(C(=O)N(C)C2CCCN(Cc3ccccc3F)C2)nc1 (stereo not given) the results were TLR9-MyD88 inh -3, NOD2 RIPK2 PPI -4, SRC2 inh -19, LMP1 NFkB inh -14, NR5A2 inv ag 9, NR2F2 inh 4, ABHD5-PLIN5 inh -7, MC4R ag barr -0.9, MC4R antagonist 14, SRC1 inh 1 and NCOA3 inh 9.
For CCOC(=O)N1CCN(S(=O)(=O)c2ccc(OCC)cc2)CC1 the results were TLR9-MyD88 inh 1, NOD2 RIPK2 PPI 2, SRC2 inh 14, LMP1 NFkB inh 7, NR5A2 inv ag 2, NR2F2 inh -21, ABHD5-PLIN5 inh 1, MC4R ag barr 0.5, MC4R antagonist 9, SRC1 inh 5 and NCOA3 inh -18.
For CC1(C)N=c2ccc([N+](=O)[O-])c(N)c2=[N+]1[O-] the results were TLR9-MyD88 inh 7, NOD2 RIPK2 PPI -12, SRC2 inh -10, LMP1 NFkB inh 0, NR5A2 inv ag 16, NR2F2 inh 6, ABHD5-PLIN5 inh 5, MC4R ag barr -1.7, MC4R antagonist -43, SRC1 inh 14 and NCOA3 inh 20.
Screening CN(C)C1=NCCN1CCC1CCCC1 returned TLR9-MyD88 inh 7, NOD2 RIPK2 PPI 8, SRC2 inh 6, LMP1 NFkB inh -3, NR5A2 inv ag 13, NR2F2 inh -2, ABHD5-PLIN5 inh 6, MC4R ag barr -2.2, MC4R antagonist 4, SRC1 inh 14 and NCOA3 inh -14.
C=CCn1c(SCc2ccc(F)cc2)nnc1-c1sc2nc(C)cc(C)c2c1N was read as NOD2 RIPK2 PPI -10, SRC2 inh 6, LMP1 NFkB inh 7, NR5A2 inv ag -3, NR2F2 inh 14, ABHD5-PLIN5 inh -1, MC4R ag barr 1.0, MC4R antagonist 15, SRC1 inh 9 and NCOA3 inh 0.
For NNC(=O)c1cc(-c2ccc(O)cc2)nc2ccc(Br)cc12 the results were TLR9-MyD88 inh -3, NOD2 RIPK2 PPI -10, SRC2 inh 15, LMP1 NFkB inh 3, NR5A2 inv ag 14, NR2F2 inh 1, ABHD5-PLIN5 inh 2, MC4R ag barr 4.2, MC4R antagonist 10, SRC1 inh -6 and NCOA3 inh -6.
Cc1ccc(S(=O)(=O)N2CCN(C(=O)c3cccc(F)c3)CC2)cc1 was read as TLR9-MyD88 inh 5, NOD2 RIPK2 PPI 4, SRC2 inh -1, LMP1 NFkB inh 6, NR5A2 inv ag 18, NR2F2 inh 6, ABHD5-PLIN5 inh -1, MC4R ag barr -0.6, MC4R antagonist -7, SRC1 inh -23 and NCOA3 inh 7.

The final two compounds of the section above are carried over, then new ones follow.
For NNC(=O)c1cc(-c2ccc(O)cc2)nc2ccc(Br)cc12 the results were TLR9-MyD88 inh -3, NOD2 RIPK2 PPI -10, SRC2 inh 15, LMP1 NFkB inh 3, NR5A2 inv ag 14, NR2F2 inh 1, ABHD5-PLIN5 inh 2, MC4R ag barr 4.2, MC4R antagonist 10, SRC1 inh -6 and NCOA3 inh -6.
Cc1ccc(S(=O)(=O)N2CCN(C(=O)c3cccc(F)c3)CC2)cc1 was read as TLR9-MyD88 inh 5, NOD2 RIPK2 PPI 4, SRC2 inh -1, LMP1 NFkB inh 6, NR5A2 inv ag 18, NR2F2 inh 6, ABHD5-PLIN5 inh -1, MC4R ag barr -0.6, MC4R antagonist -7, SRC1 inh -23 and NCOA3 inh 7.
Cc1ccc(S(=O)(=O)N(CC(=O)NCCSCc2ccco2)c2cc(C)ccc2C)cc1 was read as TLR9-MyD88 inh 3, NOD2 RIPK2 PPI 2, SRC2 inh 1, LMP1 NFkB inh -12, NR5A2 inv ag -19, NR2F2 inh 9, ABHD5-PLIN5 inh -5, MC4R ag barr 0.0, MC4R antagonist -3, SRC1 inh -6 and NCOA3 inh 8.
`CCCc1nc2c(sc3nc4c(cc32)COC(C)(C)C4)c(=O)n1CCN(CC)CC` gave TLR9-MyD88 inh -5, NOD2 RIPK2 PPI -4, SRC2 inh -37, LMP1 NFkB inh -13, NR5A2 inv ag 6, NR2F2 inh 8, ABHD5-PLIN5 inh 0, MC4R ag barr 0.3, MC4R antagonist 16, SRC1 inh 14 and NCOA3 inh 5.
For CC(C)(OC(=O)c1cccs1)c1cc2ccccc2c(=O)o1 the results were TLR9-MyD88 inh -15, NOD2 RIPK2 PPI 4, SRC2 inh -12, LMP1 NFkB inh -7, NR5A2 inv ag 10, NR2F2 inh 3, ABHD5-PLIN5 inh -9, MC4R ag barr 2.0, MC4R antagonist -4, SRC1 inh -1 and NCOA3 inh -1.
COc1ccc(-c2ccc(SCC(=O)N3CCOCC3)nn2)cc1 was read as TLR9-MyD88 inh -9, NOD2 RIPK2 PPI 4, SRC2 inh -3, LMP1 NFkB inh 4, NR5A2 inv ag -10, NR2F2 inh -10, ABHD5-PLIN5 inh 0, MC4R ag barr -3.0, MC4R antagonist 9, SRC1 inh -7 and NCOA3 inh -14.
`O=c1oc(-c2ccc([N+](=O)[O-])cc2)nc2ccccc12` gave TLR9-MyD88 inh -9, NOD2 RIPK2 PPI 0, SRC2 inh -4, LMP1 NFkB inh 6, NR5A2 inv ag -50, NR2F2 inh -17, ABHD5-PLIN5 inh -4, MC4R ag barr -1.4, MC4R antagonist 15, SRC1 inh -13 and NCOA3 inh 8.
Screening COc1ccc(CN(C(=O)CSc2nnc(-c3ccc(F)cc3)o2)c2ccc(F)cc2)cc1 returned TLR9-MyD88 inh -2, NOD2 RIPK2 PPI 0, SRC2 inh -5, LMP1 NFkB inh 2, NR5A2 inv ag -21, NR2F2 inh -20, ABHD5-PLIN5 inh 0, MC4R ag barr 2.2, MC4R antagonist 6, SRC1 inh -20 and NCOA3 inh -14.
Screening Cc1cccc(N2CCN(C(=S)Nc3ccc4nc5n(c(=O)c4c3)CCCCC5)CC2)c1C returned TLR9-MyD88 inh -5, NOD2 RIPK2 PPI -16, SRC2 inh -16, LMP1 NFkB inh -24, NR5A2 inv ag -4, NR2F2 inh 4, ABHD5-PLIN5 inh 7, MC4R ag barr -1.4, MC4R antagonist -3, SRC1 inh 14 and NCOA3 inh 17.
O=C(NNC(=O)c1ccccc1Br)c1ccc2nc[nH]c2c1 was read as TLR9-MyD88 inh -4, NOD2 RIPK2 PPI -8, SRC2 inh 3, LMP1 NFkB inh -13, NR5A2 inv ag 8, NR2F2 inh -19, ABHD5-PLIN5 inh -3, MC4R ag barr -2.2, MC4R antagonist 5, SRC1 inh -15 and NCOA3 inh 19.
For CSc1ccc(C(O)c2ncc(-c3cccc(F)c3)[nH]2)cc1 (stereo not given) the results were NOD2 RIPK2 PPI 0, SRC2 inh -34, NR5A2 inv ag 9, NR2F2 inh -10, ABHD5-PLIN5 inh -5, MC4R ag barr -0.9, MC4R antagonist 3, SRC1 inh -17 and NCOA3 inh -1.
`Cc1[nH]c2ccccc2c1C(=O)CSC(=S)N(C)C` gave TLR9-MyD88 inh -1, NOD2 RIPK2 PPI -4, SRC2 inh -9, LMP1 NFkB inh -6, NR5A2 inv ag -61, NR2F2 inh -32, ABHD5-PLIN5 inh -2, MC4R ag barr 0.4, MC4R antagonist -4, SRC1 inh -12 and NCOA3 inh -18.

High-throughput results from PubChem BioAssay.
